LYPLA1 counter: LYPLA1 inhibitors, primary screen, counter-screen for PME1 inhibitor project, biochemical, fluorescence polarization, FP-Rh probe ABPP | inhibition, % at 5.9 µM | recombinant LYPLA1 | Acyl-protein thioesterase 1 (Homo sapiens), O75608 | AID 2174, 2009 | 320,000 compounds, 0.16% hits;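 active means inhibition above the mean of all tested compounds plus 3 SD, set per campaign, cut at about 14% in these data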;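 further: inhibitors block serine hydrolase probe labeling of LYPLA1 so polarization falls; 0% = enzyme with DMSO and 100% = wells lacking LYPLA1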
Target sequence (O75608 whole entry, looked up): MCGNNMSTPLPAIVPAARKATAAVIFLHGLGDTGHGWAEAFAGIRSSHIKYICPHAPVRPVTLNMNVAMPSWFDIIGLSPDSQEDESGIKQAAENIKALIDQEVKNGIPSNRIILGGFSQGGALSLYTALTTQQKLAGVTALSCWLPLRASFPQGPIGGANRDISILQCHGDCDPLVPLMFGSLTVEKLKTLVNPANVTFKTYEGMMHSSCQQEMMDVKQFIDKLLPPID
LYPLA2 inh: LYPLA2 inhibitors, primary screen, counter-screen for PME1 inhibitor project, biochemical, fluorescence polarization, FP-Rh probe ABPP. 320,000 compounds, 0.38% hits. inhibition, % at 5.9 µM. recombinant LYPLA2. Acyl-protein thioesterase 2 (Homo sapiens), O95372. AID 2177, 2009;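 active means inhibition above the screen-wide mean plus 3 SD, limit set per campaign, cut at about 26% in these data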;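 further: 0% = LYPLA2 with DMSO and 100% = wells lacking LYPLA2 enzyme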
PME-1 inh: PME-1 inhibitors via competitive probe labeling, primary screen, biochemical, fluorescence polarization, FP-Rh probe, HTS | Protein phosphatase methylesterase 1 (Homo sapiens), Q9Y570 | recombinant PME-1 | inhibition, % at 5.9 µM | 320,000 compounds, 0.53% hits | AID 2130, 2009;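 active means inhibition above the campaign mean of all compounds plus 3 SD, cut at about 26% in these data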;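 further: competitive labeling of PME-1 active site by serine hydrolase directed probe; 0% = PME-1 with DMSO and 100% = wells lacking PME-1 enzyme; inhibitors block probe labeling so polarization falls and inhibition rises; many of its hits are not listed in these tables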
Target sequence (Q9Y570 whole entry, looked up): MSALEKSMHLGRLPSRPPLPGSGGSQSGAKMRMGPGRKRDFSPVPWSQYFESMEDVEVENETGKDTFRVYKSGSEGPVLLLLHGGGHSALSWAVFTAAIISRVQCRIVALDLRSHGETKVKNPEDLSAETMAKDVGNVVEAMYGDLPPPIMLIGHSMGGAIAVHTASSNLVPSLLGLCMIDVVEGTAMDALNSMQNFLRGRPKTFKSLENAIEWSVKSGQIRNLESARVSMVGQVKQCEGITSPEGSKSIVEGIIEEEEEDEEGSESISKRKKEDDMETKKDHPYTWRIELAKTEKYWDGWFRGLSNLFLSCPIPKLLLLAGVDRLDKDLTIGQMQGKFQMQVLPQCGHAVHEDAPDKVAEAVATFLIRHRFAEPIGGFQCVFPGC
PAFAH1B3 inh: PAFAH1B3 enzyme inhibitors, primary screen, biochemical, fluorescence polarization, human | Platelet-activating factor acetylhydrolase IB subunit alpha1 (Homo sapiens), Q15102 | recombinant PAFAH1B3, FP-rhodamine probe | inhibition, % at 3.39 µM | 340,000 compounds, 0.28% hits;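 active means inhibition above the screen-wide average of all tested compounds plus 3 SD, cut at about 25% in these data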;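 further: 0% = enzyme with DMSO only and 100% = wells lacking PAFAH1B3 protein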
Target sequence (Q15102 whole entry, looked up): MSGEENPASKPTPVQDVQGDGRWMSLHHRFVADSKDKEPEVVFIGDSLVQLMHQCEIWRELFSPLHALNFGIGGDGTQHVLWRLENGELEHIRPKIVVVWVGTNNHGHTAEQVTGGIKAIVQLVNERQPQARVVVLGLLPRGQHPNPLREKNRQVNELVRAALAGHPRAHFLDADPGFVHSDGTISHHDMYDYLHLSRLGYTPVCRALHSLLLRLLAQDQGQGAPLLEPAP
PAFAH1B2 inh: PAFAH1B2 enzyme inhibitors, primary screen, biochemical, fluorescence polarization, human; Platelet-activating factor acetylhydrolase IB subunit alpha2 (Homo sapiens), P68402; recombinant PAFAH1B2, FP-rhodamine activity probe; inhibition, % at 3.39 µM; 340,000 compounds, 1.2% hits;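 active means inhibition above the mean of all tested compounds plus 3 SD, cut at about 24% in these data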;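 further: 0% = enzyme with DMSO and 100% = wells lacking PAFAH1B2; many of its hits are not listed in these tables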
Target sequence (P68402 whole entry, looked up): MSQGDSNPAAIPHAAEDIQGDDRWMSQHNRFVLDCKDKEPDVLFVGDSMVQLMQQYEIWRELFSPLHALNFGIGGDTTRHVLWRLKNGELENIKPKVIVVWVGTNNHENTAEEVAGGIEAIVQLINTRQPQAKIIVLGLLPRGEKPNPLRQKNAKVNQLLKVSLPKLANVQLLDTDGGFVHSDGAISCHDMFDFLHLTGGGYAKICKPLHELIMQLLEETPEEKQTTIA
GSTO1 inh: inhibitors of recombinant GSTO1, primary screen, counter-screen for RBBP9 inhibitor project, biochemical, fluorescence polarization; activity-based probe fluorescence polarization; inhibition, % at 5.96 µM; 300,000 compounds, 1.1% hits; AID 1974, 2009;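 active means inhibition above the campaign mean inhibition plus 3 SD, cut at about 35% in these data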;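 further: 0% = GSTO1-1 with DMSO and 100% = wells lacking GSTO1-1 enzyme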
PAD4 inh: human PAD4 inhibitors, primary screen, biochemical, fluorescence polarization, 1536-well format | AID 485272, 2010 | 330,000 compounds, 0.41% hits | recombinant PAD4, RCA probe fluorescence polarization | Protein-arginine deiminase type-4 (Homo sapiens), Q9UM07 | inhibition, % at 6.36 µM;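 active means percent inhibition above a cutoff equal to the mean of all tested compounds plus 3 SD, cut at about 15% in these data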;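 further: 0% = PAD4 with RCA probe and DMSO and 100% = probe without PAD4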
PAFAH2 FP inh: PAFAH2 enzyme inhibitors, primary screen, biochemical, fluorescence polarization, human | AID 492956, 2010 | 340,000 compounds, 0.99% hits | Platelet-activating factor acetylhydrolase 2, cytoplasmic (Homo sapiens), Q99487 | inhibition, % at 3.39 µM | recombinant PAFAH2, FP-rhodamine activity probe;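 active means inhibition above the mean over all tested compounds plus 3 SD, cut at about 30% in these data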;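 further: inhibitors block probe labeling of enzyme so polarization drops; 0% = enzyme with DMSO and 100% = wells lacking PAFAH2 protein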
pPAFAH inh: pPAFAH enzyme inhibitors, primary screen, biochemical, fluorescence polarization, human; Platelet-activating factor acetylhydrolase (Homo sapiens), Q13093; recombinant pPAFAH, FP-rhodamine probe fluorescence polarization; inhibition, % at 3.39 µM; 330,000 compounds, 1.5% hits;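 active means inhibition above the mean inhibition across the screen plus 3 SD, cut at about 25% in these data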;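 further: inhibitors block binding of the rhodamine activity-based probe so polarization drops; 0% = enzyme with DMSO and 100% = wells lacking pPAFAH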
The depositor's hits bear a star; . = no result given.

SMILES	LYPLA1 counter	LYPLA2 inh	PME-1 inh	PAFAH1B3 inh	PAFAH1B2 inh	GSTO1 inh	PAD4 inh	PAFAH2 FP inh	pPAFAH inh
CN(Cc1ccccc1)C(=O)COC(=O)c1ccc2c(c1)OCO2	3.0	1.4	2.9	-6.4	3.9	-0.5	-2.9	15.7	25.5*
COc1ccc(CCNC(=O)C2CCCN(c3nc4ccccc4s3)C2)cc1OC (stereo not given)	-1.6	-2.3	8.5	3.9	7.6	7.0	-3.7	-6.6	-3.3
CC(=O)c1c(C)nc(-c2ccc(OCC(=O)Nc3cccc(C)c3C)cc2)n1O	4.5	1.3	1.2	16.5	-0.1	2.2	-0.9	7.6	5.6
O=C(NCCCn1ccnc1)C1CCCN(S(=O)(=O)c2cc(Cl)ccc2Cl)C1 (stereo not given)	1.1	3.9	-5.2	-2.2	2.9	12.2	1.4	2.5	2.8
COC(=O)c1ccc2c(=O)n(CCCCCC(=O)NCc3ccccn3)c(=O)[nH]c2c1	-2.0	3.7	3.1	7.7	1.5	-27.3	-2.0	2.6	2.6
Cc1cc(=O)nc2c3ccccc3n(CC(=O)NCCCN3CCCCC3C)n12 (stereo not given)	1.5	6.9	-3.8	3.3	1.6	4.2	-2.0	4.0	0.6
COc1ccc(C(=O)CSc2nc3nc(C)cc(C)n3n2)cc1OC	-2.7	4.8	2.2	14.3	1.4	0.6	2.7	4.9	6.8
Cc1cccc(/C(N)=N/OC(=O)c2ccc(F)cc2)c1	-1.6	3.0	-4.5	-2.3	1.4	-4.6	-1.9	22.2	0.0
CC(=O)c1c(N2CCN(C)CC2)nc(=S)n(Cc2ccccc2)c1C	-1.4	4.6	0.8	4.5	0.2	1.6	-0.9	-0.1	1.8
COc1cccc(C(=O)NCC(=O)OCC(=O)c2ccccc2)c1	-1.0	-1.2	-1.5	-3.7	2.0	0.2	1.0	-1.9	2.4
COc1ccc(C(CC(=O)NCCCN2CCOCC2)NS(=O)(=O)c2ccc(C)cc2)cc1 (stereo not given)	0.6	2.4	-1.3	-3.5	7.6	-4.9	3.2	8.1	4.0
O=C(Oc1ccccc1)c1c(Cl)cccc1P(=O)(O)O	2.0	1.9	-2.6	1.7	0.7	8.3	1.5	-7.6	6.5
O=C(C[C@H]1C[C@H](C(=O)N2CCOCC2)[C@@]2(CCC3CCCC3)c3[nH]c4ccc(Cl)cc4c3CCN2C1=O)NCC12CC3CC(CC(C3)C1)C2	.	.	.	1.0	-1.9	.	-5.4	-5.3	3.2
FC(F)(F)c1ccc(CSc2nccn2-c2ccccc2)cc1	1.7	5.5	0.8	1.7	11.4	1.3	-0.9	-1.6	4.5
CCC1Sc2ccc(S(=O)(=O)CCC(=O)Nc3ccc(NC(C)=O)cc3)cc2NC1=O (stereo not given)	-0.7	2.2	4.7	7.9	1.6	-2.5	2.7	0.0	-3.6
CN(CCCC(=O)NCCc1ccccc1)S(=O)(=O)c1ccc([N+](=O)[O-])cc1	0.4	7.0	-4.2	5.0	5.4	5.7	4.8	-1.4	2.9
O=C(COc1ccccc1/C=C\c1[nH]c(=O)[nH]c(=O)c1[N+](=O)[O-])Nc1ccccc1	-4.6	-4.7	-0.5	5.0	16.5	-35.2	-2.6	6.6	8.2
COc1ccccc1-c1nc(C#N)c(N2CCc3ccccc3C2)o1	-2.0	1.9	3.3	1.1	0.8	3.5	1.4	1.8	11.5
COc1ccccc1OCc1nnc(SCCN2CCOCC2)o1	1.6	7.8	-0.9	3.5	5.8	-11.4	3.1	2.7	5.1
Cc1ccc(S(=O)(=O)C(CCC(=O)N2CCOCC2)S(=O)(=O)c2ccc(C)cc2)cc1	-0.3	4.0	-2.3	1.8	6.4	5.9	2.7	3.0	3.1
Cc1nc2scc(-c3ccccc3)c2c(=O)o1	0.6	6.7	-1.8	8.7	-3.9	-2.8	-2.4	-3.7	7.0
Cc1ccc(NC(=O)CCNC(=O)Cn2ccc3ccccc3c2=O)cc1F	-0.5	-1.1	-0.1	-0.3	17.4	-1.2	-5.2	-2.8	-3.0
COCC1CCCCN1C(=O)c1ccc(OC2CCN(Cc3ccccn3)CC2)cc1 (stereo not given)	0.7	2.8	-3.0	7.3	2.0	-0.4	2.3	-2.0	0.6
CCNC(=O)COc1cccc(C(=O)NCc2ccccc2)c1	-2.2	0.3	3.7	8.6	4.2	-0.7	-4.9	-7.6	-2.1
Fc1ccc(NC(=S)N2CCCCC2)cc1	-1.2	-0.3	1.3	-9.6	1.8	4.6	-1.3	-1.5	-1.4

More compounds.
SMILES	LYPLA1 counter	LYPLA2 inh	PME-1 inh	PAFAH1B3 inh	PAFAH1B2 inh	GSTO1 inh	PAD4 inh	PAFAH2 FP inh	pPAFAH inh
CCCN(c1ccccc1F)S(=O)(=O)c1c[nH]c(C(=O)OC)c1	-1.6	1.4	-2.9	2.1	12.3	2.8	3.8	-2.6	3.7
O=C1CC2(CCN(C(=O)c3c(F)cccc3Cl)CC2)Oc2ccccc21	0.0	1.9	4.9	12.3	6.3	-2.7	0.8	6.8	3.6
COc1ccc(Br)cc1CN(C)C(C)C(=O)Nc1cc([N+](=O)[O-])ccc1OC (stereo not given)	2.2	-0.6	-4.4	1.8	-1.7	-0.1	-1.2	-6.4	5.0
Cc1cc(N2CCCC2)ccc1NC(=O)COc1cccc(C(F)(F)F)c1	-0.3	2.9	-2.0	4.2	-2.6	1.6	-4.6	-0.3	3.5
CCN(CC)c1ccc(C=C2C(=O)OC3(CCCCC3)OC2=O)cc1	-33.1	-60.7	-51.9	-4.9	-6.8	-27.6	3.4	-0.8	-14.1
CCOc1ccc(OCCC(=O)OCC(=O)Nc2ccc(C)c(S(=O)(=O)N3CCCCC3)c2)cc1	-10.7	-26.8	-6.9	9.2	-2.5	-4.2	0.5	6.9	17.4
COC1CCN(C(=O)c2ccc(OC3CCN(CCc4ccccc4)CC3)cc2)CC1	1.0	10.4	3.3	3.2	0.6	1.2	-1.1	-4.4	6.3
Cn1c(=O)oc2cc(S(=O)(=O)NCCc3ccccc3)ccc21	3.5	7.6	1.0	8.6	5.7	35.0*	4.0	3.5	4.8
CCCc1sc(N/N=C/c2ccccn2)nc1-c1ccc(F)cc1	-3.4	-3.0	16.3	7.3	5.4	1.1	-1.0	12.1	12.2
CCN(CC)C(=O)CSc1nc2sc(C)c(C)c2c(=O)[nH]1	-2.2	-4.5	-1.6	2.0	-0.9	-2.0	0.3	-5.4	0.9
CC(C)N1CCN(Cc2ccc(Sc3nncn3C)o2)CC1CCO (stereo not given)	-3.7	-1.2	-2.6	3.2	0.1	8.3	5.0	-0.3	-1.8
CCc1cc(=O)oc2cc(C)c(CN3CCCCC3)c(O)c12	-8.8	-1.7	1.8	4.1	0.1	0.7	-2.2	5.1	47.5*
CCN(CC)S(=O)(=O)c1ccc(N2CCOCC2)c(NC(=O)c2cc(C)cc(C)c2)c1	0.9	-0.5	1.9	5.7	9.8	-1.5	-8.0	9.4	5.8
CN(C(=O)c1ccc(=O)[nH]c1)C1(C(=O)NC2CCCCC2)CCCCC1	-3.7	-7.4	2.1	-5.3	2.6	2.3	0.7	6.8	-1.3
CC1CCCCN1S(=O)(=O)c1ccc(C(=O)N2CCOCC2)cc1 (stereo not given)	-4.7	-0.8	-8.8	5.0	0.7	8.2	2.1	0.1	-2.5
O=C(CNC(=O)c1ccc(N2C(=O)c3ccccc3C2=O)cc1)OCC(=O)c1cccc2ccccc12	-0.6	-3.5	1.3	3.7	3.6	4.4	-3.1	-6.3	1.8
O=C(NC(=S)Nc1ccc(Cl)cc1)c1cncc(Br)c1	0.0	7.8	2.1	7.8	6.5	6.3	2.1	8.0	1.5
Cc1onc(-c2ccccc2Cl)c1C(=O)NCCn1c(C)cc2ccccc21	-1.9	-2.5	-5.0	15.7	10.5	-3.4	5.7	8.9	-1.6
O=C1C(Cc2ccc(F)cc2)SC(=Nc2ccccc2)N1c1ccccc1 (stereo not given)	-4.1	1.6	-7.8	10.4	3.3	-1.4	0.8	-11.2	1.1
Cc1cccc(C(=O)Nc2cc(Cl)ccc2-n2cncn2)c1[N+](=O)[O-]	4.2	7.0	7.3	1.1	1.5	0.6	-1.1	39.3*	7.8
O=C(O)c1ccc(-c2nc3scc(-c4ccccc4)c3c(=O)[nH]2)cc1	-2.3	1.2	0.3	5.6	-1.8	15.1	-0.1	-4.7	-3.5
CC(=O)O[C@@H]1[C@H]2[C@@H](C[C@@H](C)[C@@H]3CCC(=O)[C@@]13C)OC(=O)[C@@H]2C	-0.3	7.1	0.8	3.6	0.3	0.6	-0.8	-1.9	-4.3
COc1ccc(NC(=O)c2ccc(-n3nc(C)cc3C)cc2)cc1OC	-4.5	2.9	-0.7	0.0	2.9	0.5	-2.6	6.2	1.3
Cc1cccc(N2CCN(C(=O)C3CCN(c4ncnc5c4nc4n5CCCCC4)CC3)CC2C)c1 (stereo not given)	-0.3	5.1	1.5	5.0	0.2	-5.2	-4.0	0.6	2.9
O=C(c1cc2ccccc2oc1=O)N1CCN(c2ncccn2)CC1	-0.1	6.8	-7.2	-3.1	0.8	6.3	-6.4	-5.8	3.2

The listing continues.
SMILES	LYPLA1 counter	LYPLA2 inh	PME-1 inh	PAFAH1B3 inh	PAFAH1B2 inh	GSTO1 inh	PAD4 inh	PAFAH2 FP inh	pPAFAH inh
O=C(N1CCOCC1)N(CCN1CCOCC1)Cc1cccc(Cl)c1	-3.0	-6.4	-9.3	8.6	-3.8	2.3	-0.4	-4.8	-7.8
CC1(C)CC2(CC(c3cccs3)c3cc(Cl)c(O)cc3O2)NC(=S)N1 (stereo not given)	6.6	1.4	7.3	-3.5	1.9	-4.5	2.0	-2.0	0.2
COc1ccc(NC(=O)COc2ccccc2)cc1NC(=O)c1ccco1	-5.5	-7.1	4.1	6.8	4.5	2.4	3.2	3.0	5.0
CC(=O)Nc1ccc(NC(=O)c2ccccc2S(=O)(=O)c2ccc([N+](=O)[O-])cc2)cc1	-0.1	-4.5	2.2	0.4	1.9	4.9	2.8	-4.9	-3.5
COc1ccc(-c2ccnc3nc(-n4cccc4)nn23)cc1	-3.8	-5.2	-12.2	2.7	-2.0	-9.7	4.1	-2.9	-2.6
Cc1cccc(CC2CC(=O)N(CCc3ccc4c(c3)OCO4)C2=O)c1 (stereo not given)	-0.3	-2.1	-5.2	9.7	6.1	17.0	-0.6	5.1	-0.2
COc1ccccc1C(=O)C1CCCN(C(=O)c2cnn(C(C)C)c2)C1 (stereo not given)	-1.9	-4.7	0.8	11.3	1.9	-1.9	-3.4	10.5	2.9
CCOc1ccc(NC(=O)CCn2c(=S)oc3ccccc32)cc1	-1.6	-1.7	-0.9	5.3	-0.5	1.8	0.3	4.1	4.1

Source: PubChem

The list is partial; count on the stated rates, not on these rows.
